Assay outcomes (PubChem)
Rab9 prom act = activates the Rab9 promoter | hit rate 2.8% among 320,000 | AID 485297 | Huh7 Rab9 promoter-luciferase reporter, luminescence, 24 h | Potency, µM (doses to about 9.22 µM), without a hit: at the highest dose activation, negative = inhibition, usual class: activators; note: % of control where 0% means no effect; nearly all actives have a fitted effect of over 60% in size
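Luminescence from Amplite-detected luciferase (10 minutes, ambient) reports Rab9 promoter activation. Before that, stable Rab9-luciferase Huh7 cells (1500/well, reduced-serum OP-MEM I plus 10% FBS) were exposed to compound for 24 hours at 37C.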
p53 reactivator = mutant p53 re-activation in reporter cells. H1299 p53-A138V BP100-luciferase reporter, luminescence, 24 h. Potency, µM (highest dose often 92.2 µM), for inactives: at the top dose activity change, positive = activation, actives largely listed as activators. hit rate 0.063% among 320,000; note: % of control where 0% means no effect; nearly all actives have a fitted effect of over 45% in size
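p53-null H1299 cells stably carrying temperature-sensitive p53-A138V and a BP100-luciferase reporter were pinned with compounds (4-point, 1:5 series) and held 24 hrs at 37 deg C. Luminescence was read 10 min after detection reagent.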
ELG1 genotox = induces genotoxicity in HEK293T cells with luciferase-tagged ELG1; HEK293T ELG1-luciferase reporter, luminescence, 16 h; AID 504466; hit rate 1.3% among 330,000; Potency, µM (series often up to 46 µM), for the others: at the top dose activity change, positive = activation, hits mostly activators; note: % of control where 0% means no effect; nearly all actives have a fitted effect of over 60% in size
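Screening used a luciferase reporter fused to human ELG1 in HEK293T cells. Luminescence was read on a CCD plate imager after 16 hr exposure and 30 min ONE-Glo incubation.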
NPC1 promoter act = NPC1 promoter activation; Huh7 NPC1 promoter luciferase reporter, 24 h; Potency, µM (titrated, usually from 9.22 µM), for inactives: top-dose activation, actives largely listed as activators; hit rate 2.4% among 320,000;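 note: % of control where 0% means no effect; nearly all actives have a fitted effect of over 60% in size; reporter is driven by a mutant NPC1 promoter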
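Readout is luciferase luminescence, reflecting NPC1 promoter activation in stably transfected Huh7 cells after 24 h compound exposure at 37 °C in reduced-serum medium with 10% FBS.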
uPA surface inh = inhibitors of cell surface uPA generation; cell surface uPA generation assay, qHTS; Potency, µM (doses to about 38.3 µM), without a hit: at the top dose activity change, negative = inhibition, hits mostly inhibitors; hit rate 0.31% among 330,000; AID 540303; active = well fitted inhibition curve with a large enough effect; inconclusive = small, poorly fitted or top-dose-only effect; inactive = no such curve, though single readings can be large or run the other way; tested in mouse RAW 264.7 cells; note: % is set by controls: 0 for no effect and ±100 for the full control effect; nearly all actives have a fitted effect of over 55% in size
MLL CXXC-DNA inh = blocks binding of human MLL CXXC domain to DNA; MLL-CXXC / FITC-HOXA9 DNA fluorescence polarization; AID 2662; hit rate 0.037% among 290,000; Q03164; Potency, µM (series often up to 115 µM), for the others: at the top dose activity change, negative = inhibition, usual class: inhibitors; active = well fitted inhibition curve with a large enough effect in the polarisation, with a control signal flat, not every such curve was filed as active; inconclusive = small, poorly fitted or top-dose-only effect, or effect the other way, or a change in a side signal; inactive = no such curve, though single readings can be large or run the other way; the % refers to the polarisation
Target sequence (Q03164 whole entry, looked up, the tested form may be a part): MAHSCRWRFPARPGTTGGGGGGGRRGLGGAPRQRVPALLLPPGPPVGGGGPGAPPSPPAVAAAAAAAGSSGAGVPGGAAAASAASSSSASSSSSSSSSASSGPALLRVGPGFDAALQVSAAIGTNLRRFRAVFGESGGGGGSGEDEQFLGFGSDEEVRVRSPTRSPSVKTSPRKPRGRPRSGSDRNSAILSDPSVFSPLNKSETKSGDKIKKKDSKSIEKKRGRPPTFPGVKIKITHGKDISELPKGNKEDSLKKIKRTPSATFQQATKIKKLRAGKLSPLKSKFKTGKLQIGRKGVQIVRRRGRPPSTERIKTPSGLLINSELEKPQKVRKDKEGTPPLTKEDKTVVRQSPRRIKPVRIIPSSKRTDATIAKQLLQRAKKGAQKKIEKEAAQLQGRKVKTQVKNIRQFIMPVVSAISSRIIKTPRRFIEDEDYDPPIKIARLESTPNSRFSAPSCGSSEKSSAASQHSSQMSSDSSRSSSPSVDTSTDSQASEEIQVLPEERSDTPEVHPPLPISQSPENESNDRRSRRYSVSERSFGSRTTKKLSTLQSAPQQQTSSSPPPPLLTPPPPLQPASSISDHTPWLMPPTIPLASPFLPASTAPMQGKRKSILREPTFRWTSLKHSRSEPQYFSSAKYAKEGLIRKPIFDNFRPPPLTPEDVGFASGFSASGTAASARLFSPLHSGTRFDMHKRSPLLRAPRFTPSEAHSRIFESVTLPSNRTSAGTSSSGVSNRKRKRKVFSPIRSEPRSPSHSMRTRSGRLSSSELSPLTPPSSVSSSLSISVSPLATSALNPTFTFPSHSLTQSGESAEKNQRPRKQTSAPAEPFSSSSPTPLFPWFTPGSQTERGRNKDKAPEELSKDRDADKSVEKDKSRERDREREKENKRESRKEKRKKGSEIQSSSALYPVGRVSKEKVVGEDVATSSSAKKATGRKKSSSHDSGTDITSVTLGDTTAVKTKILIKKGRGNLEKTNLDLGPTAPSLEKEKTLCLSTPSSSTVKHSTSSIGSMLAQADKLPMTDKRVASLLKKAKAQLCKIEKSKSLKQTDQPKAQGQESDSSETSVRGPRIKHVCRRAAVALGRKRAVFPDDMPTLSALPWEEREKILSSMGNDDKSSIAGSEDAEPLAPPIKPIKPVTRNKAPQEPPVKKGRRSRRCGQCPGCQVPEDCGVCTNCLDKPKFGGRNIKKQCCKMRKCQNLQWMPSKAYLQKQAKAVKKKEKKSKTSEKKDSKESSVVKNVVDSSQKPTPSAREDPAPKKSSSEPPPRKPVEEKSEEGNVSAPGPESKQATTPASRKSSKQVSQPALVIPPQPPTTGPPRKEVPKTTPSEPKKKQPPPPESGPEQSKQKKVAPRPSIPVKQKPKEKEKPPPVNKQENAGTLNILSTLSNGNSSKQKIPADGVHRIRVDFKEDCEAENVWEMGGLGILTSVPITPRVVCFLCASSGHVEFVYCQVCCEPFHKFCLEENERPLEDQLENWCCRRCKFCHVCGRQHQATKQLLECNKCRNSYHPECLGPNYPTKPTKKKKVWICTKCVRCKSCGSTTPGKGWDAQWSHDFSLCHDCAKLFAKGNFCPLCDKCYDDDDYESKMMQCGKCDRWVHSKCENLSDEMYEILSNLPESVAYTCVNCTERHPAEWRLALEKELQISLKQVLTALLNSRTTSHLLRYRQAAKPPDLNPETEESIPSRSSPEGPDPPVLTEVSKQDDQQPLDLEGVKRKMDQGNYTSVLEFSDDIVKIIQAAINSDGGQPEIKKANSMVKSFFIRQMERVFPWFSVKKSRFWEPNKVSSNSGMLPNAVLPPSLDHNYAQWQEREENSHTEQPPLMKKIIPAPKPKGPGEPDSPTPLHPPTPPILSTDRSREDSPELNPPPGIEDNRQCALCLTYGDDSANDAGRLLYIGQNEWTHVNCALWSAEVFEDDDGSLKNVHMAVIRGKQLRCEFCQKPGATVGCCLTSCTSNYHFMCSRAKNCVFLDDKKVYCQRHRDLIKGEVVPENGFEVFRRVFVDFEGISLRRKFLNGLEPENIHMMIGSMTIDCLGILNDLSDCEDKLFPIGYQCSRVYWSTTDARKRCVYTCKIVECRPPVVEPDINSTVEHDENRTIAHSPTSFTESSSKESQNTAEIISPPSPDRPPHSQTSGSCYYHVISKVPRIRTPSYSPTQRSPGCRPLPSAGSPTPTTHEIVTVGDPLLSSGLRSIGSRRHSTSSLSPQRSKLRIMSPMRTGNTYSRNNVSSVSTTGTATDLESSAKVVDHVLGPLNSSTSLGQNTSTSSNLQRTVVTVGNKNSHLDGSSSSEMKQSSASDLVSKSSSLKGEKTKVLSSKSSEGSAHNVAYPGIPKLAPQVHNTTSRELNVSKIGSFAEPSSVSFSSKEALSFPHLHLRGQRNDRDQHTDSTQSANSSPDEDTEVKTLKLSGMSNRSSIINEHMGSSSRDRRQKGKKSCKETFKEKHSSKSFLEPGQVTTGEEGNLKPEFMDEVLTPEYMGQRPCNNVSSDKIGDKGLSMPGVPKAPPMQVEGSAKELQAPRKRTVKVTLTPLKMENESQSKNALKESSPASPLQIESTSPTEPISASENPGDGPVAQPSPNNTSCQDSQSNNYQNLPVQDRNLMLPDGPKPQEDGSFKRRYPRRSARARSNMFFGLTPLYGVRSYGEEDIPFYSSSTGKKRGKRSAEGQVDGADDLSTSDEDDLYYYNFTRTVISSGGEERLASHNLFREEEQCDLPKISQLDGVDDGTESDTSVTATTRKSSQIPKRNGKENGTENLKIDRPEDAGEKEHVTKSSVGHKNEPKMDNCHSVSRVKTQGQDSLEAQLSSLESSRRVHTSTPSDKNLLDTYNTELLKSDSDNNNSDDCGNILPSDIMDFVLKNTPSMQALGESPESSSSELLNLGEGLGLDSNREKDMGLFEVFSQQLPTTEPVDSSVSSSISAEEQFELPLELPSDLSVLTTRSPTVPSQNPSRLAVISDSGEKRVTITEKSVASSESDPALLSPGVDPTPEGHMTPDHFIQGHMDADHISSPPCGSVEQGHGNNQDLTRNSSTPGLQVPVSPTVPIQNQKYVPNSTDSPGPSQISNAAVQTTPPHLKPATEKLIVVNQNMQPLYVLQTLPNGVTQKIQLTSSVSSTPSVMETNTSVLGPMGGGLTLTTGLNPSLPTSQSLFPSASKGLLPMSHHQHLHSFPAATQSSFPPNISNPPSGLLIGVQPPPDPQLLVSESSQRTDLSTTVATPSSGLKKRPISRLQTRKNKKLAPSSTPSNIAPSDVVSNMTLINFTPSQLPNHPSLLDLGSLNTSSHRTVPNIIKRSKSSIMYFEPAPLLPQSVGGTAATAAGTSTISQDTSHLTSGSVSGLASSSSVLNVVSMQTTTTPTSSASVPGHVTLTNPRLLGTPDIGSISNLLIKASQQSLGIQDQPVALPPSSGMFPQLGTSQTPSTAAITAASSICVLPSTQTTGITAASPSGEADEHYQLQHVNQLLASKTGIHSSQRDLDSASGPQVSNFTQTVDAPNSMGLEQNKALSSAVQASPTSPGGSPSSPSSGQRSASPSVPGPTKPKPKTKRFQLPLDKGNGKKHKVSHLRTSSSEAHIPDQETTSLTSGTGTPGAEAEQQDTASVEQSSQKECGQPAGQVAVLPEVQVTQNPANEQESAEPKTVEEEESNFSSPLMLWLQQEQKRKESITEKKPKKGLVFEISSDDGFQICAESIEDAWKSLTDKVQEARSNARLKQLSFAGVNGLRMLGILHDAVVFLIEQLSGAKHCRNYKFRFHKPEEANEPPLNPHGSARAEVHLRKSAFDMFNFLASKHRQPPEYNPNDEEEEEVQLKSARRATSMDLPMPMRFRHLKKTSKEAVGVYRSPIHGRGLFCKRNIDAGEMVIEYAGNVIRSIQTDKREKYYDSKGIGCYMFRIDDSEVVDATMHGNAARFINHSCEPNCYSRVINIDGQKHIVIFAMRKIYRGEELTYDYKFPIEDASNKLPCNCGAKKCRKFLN
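Purified MLL-CXXC (added from a 7 uM solution) was preincubated 5 min at ambient with pinned compounds in 50 mM Tris-HCl pH 7.5, 50 mM NaCl, 1 mM DTT, 0.05% BSA. Fluorescein-labeled HOX-A9 DNA (50 nM solution) followed, 30 min, then polarization read.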
BRCA1 expr up = increases BRCA1 expression. MCF7-BRCA1-FFLuc reporter, luminescence, 48 h; response scale: scaled: vehicle 0%, 10 µM genistein 100%. AID 624202. hit rate 1.1% among 380,000. Potency, µM (series often up to 46.1 µM), for the others: top-dose activation, usual class: activators; note: nearly all actives have a fitted effect of over 80% in size; some results filed as inactive show a strong effect at the top dose
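Cells: MCF7-BRCA1-FFLuc, 2000/well. Exposure: 48 h, 37 °C, 5% CO2. Read: luminescence, 15 min post-substrate. Controls: genistein 10 microM (maximal activation), DMSO (neutral).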
FLuc modulator = counter-screen for miR-21 project: firefly luciferase inhibitors or activators; Potency, µM (highest dose often 57.5 µM), inactives show at the top dose activity change, negative = inhibition, hits mostly inhibitors; hit rate 6.9% among 360,000; AID 588342; purified FLuc, Km substrates, luminescence inhibition; P08659;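 note: plate controls were vehicle for no effect and reference inhibitor for full effect; nearly all actives have a fitted effect of over 55% in size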
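Purified P. pyralis luciferase (10nM final) with 10uM D-luciferin and 10uM ATP (Km levels) in 50mM Tris acetate pH 7.5, 10mM Mg acetate, 0.01% Tween-20, 0.05% BSA; qHTS 6-point titration, ~60 µM downward; luminescence read.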
RORg inh = ROR gamma (mouse) transcription inhibition; Potency, µM (highest dose often 53.6 µM), for the others: top-dose activity change, negative = inhibition, most hits filed as inhibitors; Drosophila S2 Gal4-RORgamma UAS-luciferase reporter, 20 h; hit rate 5.4% among 310,000; note: % is set by controls: 0 for no effect and ±100 for the full control effect; nearly all actives have a fitted effect of over 60% in size
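Schneider cells (Drosophila), stable Gal4 DBD–ROR gamma + UAS-luc; 1 hr cmpd preincubation; Cu2+ induction 700 uM final; 20 hr ambient; luminescence.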
Gal4-VP16 FLuc = counter-screen for ROR gamma inhibitors: Gal4-VP16 reporter. Potency, µM (titrated, usually from 53.6 µM), without a hit: at the top dose activity, negative = inhibition, most hits filed as inhibitors. Drosophila S2 Gal4-VP16 UAS-luciferase, luminescence, 20 h. AID 2546. hit rate 3.5% among 310,000;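 note: Gal4-VP16 expression switched on by copper sulfate through the metallothionein promoter; % is set by controls: 0 for no effect and ±100 for the full control effect; nearly all actives have a fitted effect of over 50% in size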
MBNL1-CUG inh = inhibitors of human MBNL1 binding to CUG repeat RNA. Potency, µM (doses to about 57.5 µM), without a hit: at the highest dose activity change, negative = inhibition, usual class: inhibitors. hit rate 0.036% among 280,000. TR-FRET MBNL1-His/biotin-(CUG)12 binding, 665/545 ratio; active = well fitted inhibition curve with a large enough effect in the signal ratio, with a control signal flat, not every such curve was filed as active; inconclusive = small, poorly fitted or top-dose-only effect, or effect the other way, or a change in a side signal; inactive = no such curve, though single readings can be large or run the other way; the % refers to the signal ratio; note: % is set by controls: 0 for no effect and ±100 for the full control effect
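TR-FRET between His-tagged MBNL1 and biotin-(CUG)12 RNA, detected with Tb anti-His antibody (0.055 ng/ul) and streptavidin-XL665 (5 nM), 60 min at room temperature. Compounds titrated 92 nM to 58 uM; 665/545 nm ratio normalized to buffer and complex controls.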
An asterisk follows results filed as active; ? = inconclusive; . = no result given; [ ] = remark or other dose. Unless noted, calls come from the whole dose curve; as a rule, active = well fitted curve in the direction sought with a large enough effect; inconclusive = small, poorly fitted or top-dose-only effect, or another doubt; inactive = no such curve, though single readings can be large; an effect the other way counts as inactive or inconclusive. Potency is the fitted concentration of half-maximal effect.

item	canonical_smiles	Rab9 prom act	p53 reactivator	ELG1 genotox	NPC1 promoter act	uPA surface inh	MLL CXXC-DNA inh
1	Cc1ccc(S(=O)(=O)N(C)c2cc(S(N)(=O)=O)c(C)cc2C)cc1	-2%	-5%	-7%	-5%	2%	-12%
2	Clc1ccc(CSc2nccn2Cc2ccccc2)cc1	-3%	0%	-5%	-2%	-4%	1%
3	CC(C)CCn1cnc2c(cnn2-c2ccc(Cl)cc2)c1=O	-1%	8%	-1%	13%	-3%	-5%
4	O=S(=O)(Nc1cccc(-c2ccc(N3CCCCCC3)nn2)c1)c1cccc(F)c1	3.2µM*	-11%	?	3.2µM*	20%	17%
5	COc1ccc(CCNC(=O)Cn2nc([N+](=O)[O-])c(Br)c2C)cc1OC	2%	6%	2%	-3%	5%	13%
6	CN(C)S(=O)(=O)N1CCN(CC(O)COc2ccc(C(=O)c3ccccc3)cc2)CC1 (configuration not stated)	-4%	-1%	-7%	-3%	-8%	1%
7	COCCCn1c(=S)[nH]c2c(sc3ccccc32)c1=O	0%	9%	5%	11%	-3%	4%
8	COc1cc(CC(=O)Nc2nccs2)cc(OC)c1OC	0%	-10%	-1%	0%	3%	4%
9	CCCCC(=O)N1CCN(c2nc3ccc(Cl)cc3s2)CC1	29%	14%	?	?	-4%	-3%
10	O=C(CSc1ccccn1)Nc1ccc(Br)cn1	2%	7%	4%	1%	1%	-11%
11	CCOC(=O)COc1cccc2c(=O)n(CC(=O)N3CCC(C)CC3)ccc12	10%	-1%	1%	0%	?	-1%
12	CCn1c(SCC(=O)Nc2ccc(N3CCOCC3)cc2)nnc1-c1ccco1	2%	1%	0%	7%	-3%	.
13	CCOC(=O)CN1C(=O)c2ccccc2C1=O	2%	-3%	-4%	2%	2%	4%
14	COc1ccc(CC(=O)N2CCN=C2SC)cc1	-5%	3%	4%	4%	1%	7%
15	CNC(=O)C(Sc1ccccc1)c1ccccc1 (configuration not stated)	3%	-1%	-1%	-5%	0%	-5%

item	BRCA1 expr up	FLuc modulator	RORg inh	Gal4-VP16 FLuc	MBNL1-CUG inh
1	-2%	0%	24%	-10%	-5%
2	-36%	-11%	?	-6%	2%
3	25%	-17%	-1%	2%	-4%
4	?	2.4µM*	6%	?	30%[activator]
5	1%	4%	8%	-2%	?
6	-31%	2%[2.3 µM]	-22%	?	7%
7	24%	?	1.3µM*	?	37%[activator]
8	-27%	0%	-13%	-8%	-6%
9	?	11µM*	?	-17%	-2%
10	44%	?	15%	2%	4%
11	-2%	-2%	-1%	1%	-1%
12	25%	?	.	.	.
13	5%	4%	18%	-4%	22%
14	-7%	-10%	1%	1%	8%
15	27%	-3%	-3%	-3%	2%

The list continues:
item	canonical_smiles	Rab9 prom act	p53 reactivator	ELG1 genotox	NPC1 promoter act	uPA surface inh	MLL CXXC-DNA inh
16	CCOC(=O)c1cnn(-c2ccccc2)c1-n1cccc1C(=O)C(=O)N(C)C	-5%	-3%	2%	-6%	-1%	0%
17	Cc1c(C)n(Cc2ccc(Cl)cc2)c2ccc(C(=O)NCCCN3CCOCC3)cc12	-8%	-7%	-3%	0%	-25%	0%
18	O=C(NCC1CCCO1)C(c1ccco1)N(Cc1ccc(F)cc1)C(=O)CN1C(=O)c2ccccc2S1(=O)=O (configuration not stated)	0%	0%	12%	2%	-4%	-3%
19	O=C(NNC(=O)c1cccc(S(=O)(=O)N2CCN(c3ccccc3)CC2)c1)c1ccc(Cl)cc1	1%	-3%	-3%	1%	4%	1%
20	COc1ccc(-c2nonc2NC(=O)c2oc3ccccc3c2C)cc1OC	-1%	-2%	0%	2%	0%	-3%
21	C=CC[n+]1c(C)csc1Nc1ccc(C(=O)O)cc1	-7%	0%	8%	-1%	8%	-2%
22	COc1ccc(CN(C(=O)c2cnccn2)C(C(=O)Nc2ccc(F)cc2)c2ccccc2)cc1 (configuration not stated)	-1%	-7%	-12%	0%	-2%	1%
23	COc1ccc(S(=O)(=O)N2CCCC(C(=O)NCC3CCCO3)C2)cc1Cl (configuration not stated)	15%	-5%	-2%	-5%	11%	16%
24	CCOc1ccc(Br)cc1C1=NN(C(C)=O)C(c2ccc([N+](=O)[O-])s2)O1 (configuration not stated)	0%	-16%	?	1%	6.3µM*	9%
25	CCOC(=O)c1c(C)[nH]c(C(=O)Cn2nnc(-c3ccccc3)n2)c1C	7%	1%	9%	-2%	-3%	1%
26	CNc1nnc(-c2ccco2)s1	-5%	3%	-1%	1%	6%	-12%
27	CC(C)n1c(SCC(=O)Nc2nncs2)nnc1C1CC1	4%	-3%	3%	-2%	5%	10%
28	COc1cccc(-c2ccc(NC(=O)C3CCCN(Cc4cnn(C(C)C)c4)C3)cc2)c1 (configuration not stated)	-3%	30%	-17%	-11%	-4%	?
29	CCOC(=O)N1C2C=C(C)[C@@H]2[C@@H]2CC(=O)N21 (some centres not stated)	-2%	-2%	0%	1%	2%	9%
30	O=[N+]([O-])c1cccc(/C=N/NC2=NS(=O)(=O)c3ccccc32)c1	-4%	5%	0%	-2%	-3%	5%

item	BRCA1 expr up	FLuc modulator	RORg inh	Gal4-VP16 FLuc	MBNL1-CUG inh
16	-5%	0%	18%	-6%	-2%
17	-25%	1%	?	?	3%
18	-8%	0%	7%	0%	2%
19	-24%	-1%	1%	-9%	-5%
20	-43%	3%	-41%	4%	0%
21	11%	-18%	10%	24%	2%
22	-27%	-1%	14%	?	-14%
23	-33%	2%	-6%	-13%	-3%
24	-62%	6%	?	?	?
25	3%	2%	-5%	0%	-12%
26	19%	6%	8%	7%	?
27	0%	-1%	-8%	-1%	3%
28	15%	-3%	-32%	-21%	-7%
29	3%	1%	9%	-11%	-11%
30	-9%	?	-6%	1%	?

Entries of single compounds as entered above.
COc1ccc(S(=O)(=O)N2CCCC(C(=O)NCC3CCCO3)C2)cc1Cl (configuration not stated) as listed: Rab9 prom act: 15%; p53 reactivator: -5%; ELG1 genotox: -2%; NPC1 promoter act: -5%; uPA surface inh: 11%; MLL CXXC-DNA inh: 16%; BRCA1 expr up: -33%; FLuc modulator: 2%; RORg inh: -6%; Gal4-VP16 FLuc: -13%; MBNL1-CUG inh: -3%
CCOc1ccc(Br)cc1C1=NN(C(C)=O)C(c2ccc([N+](=O)[O-])s2)O1 (configuration not stated) as listed: Rab9 prom act: 0%; p53 reactivator: -16%; ELG1 genotox: ?; NPC1 promoter act: 1%; uPA surface inh: 6.3µM*; MLL CXXC-DNA inh: 9%; BRCA1 expr up: -62%; FLuc modulator: 6%; RORg inh: ?; Gal4-VP16 FLuc: ?; MBNL1-CUG inh: ?

Screen by screen, quoted from above:
uPA surface inh for nos. 10 to 13: 1%, ?, -3%, 2%

(more compounds)
item	canonical_smiles	Rab9 prom act	p53 reactivator	ELG1 genotox	NPC1 promoter act	uPA surface inh	MLL CXXC-DNA inh
31	COc1c(C(=O)Nc2ccc(Cc3ccncc3)cc2)ccc2ccccc12	-4%	4%	0%	4%	?	5%
32	CN(CCC#N)C(=O)COC(=O)c1ccc2c(c1)C(=O)N(C1CCCCC1)C2=O	-6%	15%	-3%	-1%	11%	6%
33	COc1ccccc1CNC(=O)CC1C(=O)NCCN1C1Cc2ccccc2C1 (configuration not stated)	0%	4%	0%	-3%	-2%	-3%
34	Cc1cc(-c2ccccc2)c2c3c(cn2n1)c(=O)n(C)c(=O)n3C	-8%	7%	-2%	-3%	-1%	3%
35	Cc1cc(O)c(C(C)C)cc1NC(=O)c1ccccc1Cl	-2%	-2%	2%	-2%	-2%	4%
36	CC(Oc1ccc(Br)cc1)C(=O)Nc1ccc(N2CCOCC2)cc1N1CCOCC1 (configuration not stated)	-3%	1%	-5%	0%	4%	.
37	O=C(Cc1ccccc1)NCCn1ccc2ccccc21	-2%	13%	13%	1%	4%	4%
38	COc1ccc(C)cc1N(CC(=O)N/N=C/c1ccc2c(c1)OCO2)S(C)(=O)=O	-4%	-5%	1%	-3%	-2%	-4%

item	BRCA1 expr up	FLuc modulator	RORg inh	Gal4-VP16 FLuc	MBNL1-CUG inh
31	-44%	19µM*	?	?	13%
32	3%	-1%	44%	-24%	?
33	-13%	1%	-5%	-3%	-3%
34	-44%	-1%	-2%	14%	12%
35	4%	2%	18%	-4%	.
36	-24%	6%	.	.	.
37	0%	4%	28%	29%	-1%
38	-12%	6%	18%	-17%	6%

As entered above.
#37 in MBNL1-CUG inh is entered as -1%
#36 in ELG1 genotox is entered as -5%
#38 in MBNL1-CUG inh is entered as 6%

Some of the compounds tested (hit frequency here may not be typical).
